# Compound activity from PubChem BioAssay.
# Tcruzi prolif: inhibitors of T. cruzi proliferation | AID 624255 | inhibition, % at 8.34 µM | hit rate 5.9% among 77,000 | T. cruzi beta-gal in NIH3T3, GalScreen luminescence, 90 h;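 active = mean inhibition above about 93%, with at least 55% of replicates each passing it, limit read from the data, passing the limit was not always enough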
# C diff HTS: C. difficile growth inhibition; Clostridium difficile clinical isolate growth, OD600, 24 h; hits give low values; growth activity, negative = inhibition, % at 16 µg/mL (by protocol); hit rate 0.25% among 86,000;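 active = mean growth activity at or below -80% and every replicate also at or below -80%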;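 note: 0% = DMSO wells and -100% = levofloxacin 16 µg/mL wells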
# Pf Dd2 growth: P. falciparum Dd2 growth inhibition; SYBR Green, 72 h; hits give low values; activity change, % at 10 µM; hit rate 2.3% among 94,000; AID 1159554; in the data active = activity change below about -80%
# KDM4C inh: blocks human GASC-1 (KDM4C) demethylase activity. Q9H3R0. GST-KDM4C 2-372, H3K9me3 peptide, LANCE TR-FRET. inhibition, % at 12.5 µM. hit rate 0.15% among 96,000. AID 720574;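 active = mean replicate inhibition above about 25%, with at least 55% of replicates also reaching it, limit read from the data, passing the limit was not always enough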
# Target sequence (Q9H3R0 2-372 limits assumed): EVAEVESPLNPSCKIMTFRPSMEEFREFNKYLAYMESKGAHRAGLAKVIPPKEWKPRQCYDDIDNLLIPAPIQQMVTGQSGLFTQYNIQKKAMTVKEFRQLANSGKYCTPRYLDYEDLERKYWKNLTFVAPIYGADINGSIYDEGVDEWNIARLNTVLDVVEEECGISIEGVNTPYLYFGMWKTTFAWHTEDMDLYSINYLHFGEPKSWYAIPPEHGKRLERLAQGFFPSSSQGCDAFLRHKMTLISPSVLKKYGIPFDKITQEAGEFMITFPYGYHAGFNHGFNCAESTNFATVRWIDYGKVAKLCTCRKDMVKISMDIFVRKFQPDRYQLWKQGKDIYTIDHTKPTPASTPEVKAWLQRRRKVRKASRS
#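 Test system: N-terminal GST-fused human GASC-1 (KDM4C) fragment, residues 2-372; quantity: GASC-1 enzyme at 10 nM final in reaction; dosing: single dose; schedule: 30 min demethylation and 1 h detection at room temperature; signal: LANCE TR-FRET, excitation 340 nm, emissions 618 and 671 nm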
# Starred values were filed as active, the others as inactive; . = no result given; & = joins results of further samples.
structure | KDM4C inh | Tcruzi prolif | C diff HTS | Pf Dd2 growth
COc1cccc(-c2cn(CC[C@@H]3CC[C@@H](NC(=O)CC4CC4)[C@H](CO)O3)nn2)c1 | . | 18 | 2 | -62
CC(C)CC#Cc1cnc2c(c1)C(=O)N([C@@H](C)CO)C[C@@H](C)[C@H](CN(C)C(=O)Cc1ccncc1)O2 | 1.3 | 107* | 4 | -66
COc1ccc(C#Cc2ccc([C@H]3[C@@H](CO)N4C(=O)CN(C(=O)c5ccncc5)C[C@H]34)cc2)cc1 | -1.1 | . | -10 | -4
C[C@@H]1CN([C@@H](C)CO)C(=O)c2cc(NC(=O)Nc3ccc(F)cc3)ccc2O[C@H]1CN(C)C(=O)Nc1ccc2c(c1)OCO2 | -0.5 | 8 | 4 | -7
C[C@@H]1CN([C@@H](C)CO)C(=O)c2cccc(NC(=O)Nc3ccccc3)c2O[C@H]1CN(C)CC1CCCCC1 | 5.7 | 60 | 5 | -34
Cc1cccc(-c2ccc(C3[C@H]4CNC[C@@H]3N4S(=O)(=O)c3ccccc3C)cc2)c1 (some centres undefined) | 1.9&-0.9 | . | -5&2 | -63&-46
COc1ccc(S(=O)(=O)N(C)C[C@@H]2OCCCC[C@@H](C)Oc3ccc(NS(=O)(=O)c4cccs4)cc3C(=O)N([C@H](C)CO)C[C@@H]2C)cc1 | . | 25 | 1 | -33
C[C@@H]1CN([C@@H](C)CO)C(=O)c2cc(NC(=O)c3ccncc3)ccc2O[C@@H]1CN(C)Cc1ccc(-c2ccccc2)cc1 | 3.1 | . | 20 | -27
C[C@@H]1CN([C@H](C)CO)C(=O)c2cc(NS(=O)(=O)c3cn(C)cn3)ccc2O[C@@H](C)CCCCO[C@H]1CN(C)CC1CCCCC1 | 9.5 | -20 | -3 | 18
COCC(=O)N1CC(=O)N2[C@@H](CO)[C@@H](c3ccc(Br)cc3)[C@@H]2C1 | 0.9 | . | -4 | 24
CCCC(=O)Nc1ccc2c(c1)OC[C@@H](C)NC[C@@H](C)[C@@H](OC)CN(C)C2=O | -0.1 | 22 | . | 20
CNC[C@@H]1Oc2c(NS(=O)(=O)c3ccc(F)cc3)cccc2C(=O)N([C@@H](C)CO)C[C@H]1C | 11 | -10 | -1 | 33
CCCNC(=O)C[C@@H]1CC[C@H]2[C@@H](COc3ccc(NC(=O)Cc4cccs4)cc3C(=O)N2C)O1 | -1.1 | -8 | 18 | -66
CC(C)CC#Cc1cnc2c(c1)C(=O)N([C@H](C)CO)C[C@@H](C)[C@H](CN(C)Cc1ccc(C(=O)O)cc1)O2 | 1.5 | . | 1 | -16
N#Cc1cccc(-c2ccc3c(c2)[C@@H]2[C@@H](CCN2S(=O)(=O)c2ccccc2F)[C@@H](CO)N3)c1 | 0.6 | 107* | -1 | 16
COc1ccc(CNC(=O)C[C@H]2C=C[C@@H](NS(=O)(=O)c3cccc(OC)c3)[C@H](CO)O2)cc1 | 0.1 | . | -1 | .
CC(C)NC(=O)Nc1ccc2c(c1)C(=O)N([C@@H](C)CO)C[C@H](C)[C@H](CN(C)CC1CCCCC1)O2 | 0.2 | -36 | -1 | -5
COc1cccc(NC(=O)N[C@H]2CC[C@H](CC(=O)Nc3ccccc3)O[C@H]2CO)c1 | -3.1 | . | -2 | 11
CCCNC(=O)N1C[C@@H](C)[C@@H](OC)CN(C)C(=O)c2cc(NS(C)(=O)=O)ccc2OC[C@@H]1C | 0.0 | 27 | 5 | -27
N#C[C@H]1[C@@H](c2ccc(C#Cc3ccc(F)cc3)cc2)[C@H](CO)N1C(=O)C1CCC1 | -0.1 | 93 | -29 | -39
CCOC(=O)N(C)C[C@H]1OCc2ccccc2-c2c(n(C)c3ccccc23)C(=O)N([C@@H](C)CO)C[C@@H]1C | -0.7 | -17 | . | -5
Cc1noc(C)c1NC(=O)N(C)C[C@@H]1Oc2ncc(C#CC3CCCC3)cc2C(=O)N([C@@H](C)CO)C[C@H]1C | -1.8 | 87 | -8 | 3
CO[C@@H]1CN(C)C(=O)c2cc(NC(C)=O)ccc2OC[C@@H](C)N(C(=O)NC2CCCCC2)C[C@H]1C | 0.0 | -12 | . | 1
C[C@@H]1CCCCO[C@H](CN(C)S(C)(=O)=O)[C@H](C)CN([C@@H](C)CO)C(=O)c2cc(NS(C)(=O)=O)ccc2O1 | 0.5 | 7 | 0 | 28
C[C@H](NC(=O)C[C@@H]1C[C@H]2c3cc(NC(=O)Cc4ccncc4)ccc3O[C@H]2[C@@H](CO)O1)c1ccccc1 | -0.1 | -15 | . | 5
Cc1noc(C)c1NC(=O)N(C)C[C@H]1Oc2ncc(C#CC3CCCCC3)cc2C(=O)N([C@H](C)CO)C[C@@H]1C | 1.0 | 15 | -2 | 8
COc1ccc(NC(=O)Nc2cccc3c2O[C@H](CN(C)S(=O)(=O)c2cccs2)[C@H](C)CN([C@@H](C)CO)C3=O)cc1 | -0.5 | 49 | -2 | -30
C[C@@H]1CN([C@H](C)CO)C(=O)c2cccc(NC(=O)Nc3cccc4ccccc34)c2O[C@@H]1CN(C)Cc1ccc(Cl)c(Cl)c1 | 1.0 | -17 | 4 | -36
C[C@@H]1CN([C@@H](C)CO)C(=O)c2cc(NC(=O)Nc3ccc4c(c3)OCO4)ccc2O[C@@H](C)CCCCO[C@@H]1CN(C)C(=O)Nc1ccc2c(c1)OCO2 | 1.6 | -8 | . | -5
CNC[C@@H]1Oc2ccc(NC(=O)Nc3c(C)noc3C)cc2C(=O)N([C@@H](C)CO)C[C@H]1C | 0.1 | -8 | 0 | -2

# Next section.
structure | KDM4C inh | Tcruzi prolif | C diff HTS | Pf Dd2 growth
C[C@@H]1CN([C@H](C)CO)C(=O)Cc2cc(NC(=O)Cc3ccccc3)ccc2O[C@H]1CN(C)S(=O)(=O)c1cccs1 | 0.5 | 42 | 11 | -15
C[C@@H]1CN([C@@H](C)CO)C(=O)c2cc(-c3cccc(C#N)c3)cnc2O[C@H]1CN(C)Cc1ccncc1 | -4.7 | -7 | 0 | 6
CC(=O)N1[C@@H]2Cn3c(ccc(C4=CCCC4)c3=O)[C@H]1[C@@H](C(=O)NC1CCCC1)[C@@H]2CO | 1.8 | . | 0 | 14
C[C@H]1CN([C@@H](C)CO)C(=O)c2cc(NS(=O)(=O)c3ccccc3)ccc2O[C@H]1CN(C)C(=O)Nc1ccc2c(c1)OCO2 | 0.6 | -19 | 3 | 15
COc1ccc(CN(C)C[C@H]2OCc3cn(nn3)CCCC(=O)N([C@H](C)CO)C[C@@H]2C)cc1 | -0.4 | -47 | 2 | 22
C[C@H]1CN([C@@H](C)CO)C(=O)c2cccc(NC(=O)NC3CCCCC3)c2O[C@@H]1CN(C)C(=O)Nc1ccccc1 | 0.3 | . | 5&2 | -1
CC(C)NC(=O)N(C)C[C@@H]1Oc2ccc(NS(=O)(=O)c3ccc(Cl)cc3)cc2CC(=O)N([C@H](C)CO)C[C@@H]1C | -0.1 | 27 | 0 | -2
CC=Cc1ccc2n(c1=O)C[C@H]1[C@H](CO)[C@@H](C(=O)NCCCN3CCOCC3)[C@@H]2N1Cc1cocn1 (mixture of isomers) | -0.9 | -106 | -4 | .
C[C@H]1CN([C@@H](C)CO)C(=O)c2cc(-c3ccccc3F)cnc2O[C@@H]1CN(C)Cc1cccc(C(=O)O)c1 | 0.5 | 31 | -2 | -11
C/C=C/c1ccc2c(c1)O[C@@H](CN(C)Cc1ccccn1)[C@H](C)CN([C@@H](C)CO)S2(=O)=O | 1.3 | . | -1 | 6
CCCC#Cc1cnc2c(c1)C(=O)N([C@H](C)CO)C[C@H](C)[C@H](CN(C)C(=O)C1CC1)O2 | 0.5 | 6 | 3 | 7
CC(C)NC(=O)N(C)C[C@H]1Oc2c(NS(=O)(=O)c3ccc(Cl)cc3)cccc2C(=O)N([C@@H](C)CO)C[C@@H]1C | 1.0 | -22 | 6 | 12
C[C@H]1CN([C@@H](C)CO)C(=O)c2cccc(NS(=O)(=O)c3cn(C)cn3)c2O[C@H]1CN(C)CC1CC1 | -0.3 | 9 | 2 | 26
COCC(=O)N(C)C[C@@H]1Oc2ncc(C#Cc3ccncc3)cc2C(=O)N([C@H](C)CO)C[C@H]1C | 4.6 | -14 | 3 | -5
O=C(Nc1ccccc1)N1C[C@@H]2N[C@H](C1)C2c1ccc(-c2cccnc2)cc1 (some centres undefined) | 8.9 | . | -5 | -9
COc1ccc(NC(=O)Nc2ccc3c(c2)C(=O)N([C@H](C)CO)C[C@@H](C)[C@H](CN(C)C(=O)NC(C)C)O3)cc1 | -0.4 | -4 | -8 | -1
O=C(C[C@H]1CC[C@H]2[C@@H](COC[C@@H](O)CN2Cc2ccncc2)O1)NCC1CC1 | 10 | -7 | 0 | -8
Cc1noc(C)c1NC(=O)Nc1ccc2c(c1)C(=O)N(C)[C@@H]1CC[C@H](CC(=O)NCc3ccc(Cl)cc3)O[C@H]1CO2 | 1.1 | 29 | 0 | .
C[C@@H]1CN([C@@H](C)CO)S(=O)(=O)c2ccc(-c3ccccc3)cc2O[C@H]1CN(C)C(=O)C1CCC1 | 0.1 | 38 | . | -30
CNC(=O)C[C@H]1CC[C@H]2[C@@H](COc3ccc(NC(=O)c4ccccc4OC)cc3C(=O)N2C)O1 | -0.2 | 4 | 8 | -3
COc1cccc(-c2ccc3c(c2)[C@H]2[C@H](CCN2S(=O)(=O)c2ccccc2F)[C@H](CO)N3C)c1 | -1.7 | 31 | 10 | -5
C/C=C/c1ccc2c(c1)O[C@H](CN(C)Cc1ccc(F)cc1)[C@H](C)CN([C@@H](C)CO)S2(=O)=O | -0.6 | 59 | -8 | 3
Cc1ccc(S(=O)(=O)Nc2ccc3c(c2)CC(=O)N([C@H](C)CO)C[C@H](C)[C@@H](CN(C)C(=O)Nc2c(C)noc2C)O3)cc1 | -0.5 | -33 | -7 | -3
C[C@@H]1CN([C@@H](C)CO)C(=O)c2cc(NC(=O)Cc3ccccc3)ccc2O[C@@H](C)CCCCO[C@H]1CN(C)C(=O)Cc1ccccc1 | 0.7 | 7 | 0 | -18
C[C@@H]1CCCCO[C@H](CN(C)C)[C@H](C)CN([C@H](C)CO)C(=O)c2cc(NS(C)(=O)=O)ccc2O1 | 1.9 | -33 | 0 | 11
N#Cc1cccc(-c2ccc([C@@H]3[C@@H](CO)N4CCCCN(C(=O)Nc5ccccc5)C[C@@H]34)cc2)c1 | 0.1 | 108* | 16 | 0
COc1ccc(NC(=O)N(C)C[C@@H]2Oc3ccc(NC(=O)NC4CCCCC4)cc3CC(=O)N([C@@H](C)CO)C[C@H]2C)cc1 | 0.0 | -35 | -10 | -27
CC(=O)N(C)C[C@H]1[C@@H](c2ccc(-c3ccccc3F)cc2)[C@@H](CO)N1C(C)=O | 0.3 | 84 | 4 | 1
C[C@@H]1CN([C@@H](C)CO)C(=O)Cc2cc(NC(=O)Cc3ccccc3)ccc2O[C@H]1CN(C)Cc1ccc(C(F)(F)F)cc1 | 4.6 | 94 | 13 | -29
C[C@@H]1CN([C@H](C)CO)C(=O)c2cc(NC(=O)CCCN(C)C)ccc2O[C@@H](C)CCCCO[C@@H]1CN(C)S(=O)(=O)c1cn(C)cn1 | 3.1 | -24 | 0 | 53

# Among those listed so far, these contain a Cl atom.
structure | KDM4C inh | Tcruzi prolif | C diff HTS | Pf Dd2 growth
C[C@@H]1CN([C@H](C)CO)C(=O)c2cccc(NC(=O)Nc3cccc4ccccc34)c2O[C@@H]1CN(C)Cc1ccc(Cl)c(Cl)c1 | 1.0 | -17 | 4 | -36
CC(C)NC(=O)N(C)C[C@@H]1Oc2ccc(NS(=O)(=O)c3ccc(Cl)cc3)cc2CC(=O)N([C@H](C)CO)C[C@@H]1C | -0.1 | 27 | 0 | -2
CC(C)NC(=O)N(C)C[C@H]1Oc2c(NS(=O)(=O)c3ccc(Cl)cc3)cccc2C(=O)N([C@@H](C)CO)C[C@@H]1C | 1.0 | -22 | 6 | 12
Cc1noc(C)c1NC(=O)Nc1ccc2c(c1)C(=O)N(C)[C@@H]1CC[C@H](CC(=O)NCc3ccc(Cl)cc3)O[C@H]1CO2 | 1.1 | 29 | 0 | .

# (continued)
structure | KDM4C inh | Tcruzi prolif | C diff HTS | Pf Dd2 growth
COCC(=O)N1CC2(C1)[C@H](c1ccccc1)[C@H](CO)N2C(=O)c1ccccc1 | -0.4 | . | -10 | -10
Cc1cccc(-c2ccc([C@H]3[C@H](CO)N4CCCCN(Cc5cncnc5)C[C@@H]34)cc2)c1 | -0.4 | 103* | 1 | 7
COc1ccc(CN(C)C[C@@H]2Oc3ccc(NC(=O)Nc4ccc5c(c4)OCO5)cc3CC(=O)N([C@H](C)CO)C[C@H]2C)cc1 | -1.2 | 36 | -14 | -12
COc1ccc(NC(=O)Nc2ccc3c(c2)CC(=O)N([C@H](C)CO)C[C@@H](C)[C@H](CN(C)C(=O)Nc2ccc4c(c2)OCO4)O3)cc1 | 3.1 | -4 | -10 | 13
O=C(N[C@H]1CC[C@H](CCNC(=O)c2cnccn2)O[C@H]1CO)c1ccc2c(c1)OCO2 | -2.7 | -39 | . | -9
CN1c2ccc(C3=CCCCC3)cc2[C@@H]2[C@@H](CCN2C(=O)c2ccc3c(c2)OCO3)[C@@H]1CO | -0.5 | 53 | -2 | -17
CC(C)(C)[S@@](=O)N1Cc2cc(C(=O)N3CCOCC3)nc(-c3cccc(-c4ccccc4F)c3)c2[C@H]1CCO | -3.1 | 69 | . | -20
